Compound activity from PubChem BioAssay.
TDP-43 yeast inh – TDP-43 toxicity inhibition in yeast; TDP-43 expressing yeast growth rescue, BacTiter-Glo, 24 h; Potency, µM (series often up to 46.1 µM), for the others: top-dose growth rescue (activation), hits mostly activators; hit rate 1.8% among 410,000; note: potency is the fitted concentration of half-maximal effect; % of control where 0% means no effect; nearly all actives have a fitted effect of over 50% in size
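Readout is BacTiter-Glo luminescence of cell growth, so inhibitors register as activators. TDP-43-expressing yeast at OD600=0.02 in galactose medium, after raffinose pregrowth to mid-log, were incubated with compound for 24 hr at 30 deg C.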
Abeta yeast res – A-beta toxicity reversal in yeast; yeast expressing A-beta42, growth rescue, OD600, 48 h; response scale: 0% DMSO, 100% iron-clioquinol control; Potency, µM (top dose mostly 46.1 µM), inactives show at the highest dose growth rescue, actives largely listed as activators; hit rate 0.063% among 410,000; AID 1347071; note: potency is the fitted concentration of half-maximal effect; nearly all actives have a fitted effect of over 55% in size
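Growth rescue measured by 600 nm absorbance after 48 h yeast culture at 30 C with compound. Values normalized between DMSO and an equimolar ferric chloride plus clioquinol control.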
GLP1R cytotox – cytotoxicity counter-screen for GLP-1 receptor inverse agonists; Potency, µM (highest dose often 38.3 µM), without a hit: at the highest dose activity change, negative = inhibition, actives largely listed as inhibitors; hit rate 0.13% among 410,000; AID 624418; HEK293 cAMP-luciferase reporter cells, luminescence, 24 h;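 note: loss of luciferase light is scored as toxicity; potency is the fitted concentration of half-maximal effect; % is set by controls: 0 for no effect and ±100 for the full control effect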
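A 23 nL compound transfer followed 12 hours of cell culture at 37 deg C; exposure then lasted 24 hr. Luciferase assay detection reagent was dispensed and plates read for luminescence after a 12 min room-temperature wait.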
GLP1R inv ag – GLP-1 receptor (human) inverse agonism | P43220 | hit rate 1.6% among 410,000 | HEK293 GLP-1R CRE-luciferase, luminescence, 24 h; GLP-1R form is constitutively active | AID 624417 | Potency, µM (top dose mostly 38.3 µM), inactives show at the highest dose activity change, negative = inhibition, usual class: inhibitors; note: potency is the fitted concentration of half-maximal effect; % is set by controls: 0 for no effect and ±100 for the full control effect; nearly all actives have a fitted effect of over 55% in size
Target sequence (P43220 whole entry, looked up): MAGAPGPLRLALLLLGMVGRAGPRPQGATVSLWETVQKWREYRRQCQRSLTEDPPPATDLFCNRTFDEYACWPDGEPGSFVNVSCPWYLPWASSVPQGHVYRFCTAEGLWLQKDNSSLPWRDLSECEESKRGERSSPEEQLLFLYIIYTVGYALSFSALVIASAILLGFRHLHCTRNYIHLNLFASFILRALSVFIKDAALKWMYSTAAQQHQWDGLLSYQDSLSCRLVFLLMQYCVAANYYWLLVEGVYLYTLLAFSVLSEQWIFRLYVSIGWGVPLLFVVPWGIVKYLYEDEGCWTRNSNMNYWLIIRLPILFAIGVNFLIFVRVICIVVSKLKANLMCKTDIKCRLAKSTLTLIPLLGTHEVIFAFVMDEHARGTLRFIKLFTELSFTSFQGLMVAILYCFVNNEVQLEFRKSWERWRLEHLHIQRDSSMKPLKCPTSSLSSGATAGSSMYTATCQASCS
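HEK293 cells stably co-expressing a cAMP-responsive luciferase reporter and constitutively active GLP-1R were seeded, incubated 12 h, then exposed to compounds for 24 h at 37 C. Luminescence was read 12 min after detection reagent; inverse agonists lower signal.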
MmCpn inh – blocks the Methanococcus maripaludis chaperonin Mm-Cpn | hit rate 0.031% among 330,000 | AID 504842 | Potency, µM (top dose mostly 76.9 µM), for inactives: at the highest dose activity, negative = inhibition, most hits filed as inhibitors | purified Mm-Cpn ATPase, ADP Transcreener TR-FRET; note: potency is the fitted concentration of half-maximal effect; % is set by controls: 0 for no effect and ±100 for the full control effect; nearly all actives have a fitted effect of over 80% in size
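Quantitative HTS used 25 nM Mm-CPN and 10 uM ATP in magnesium/KCl Tris buffer, pH 7.4, with 1 mM DTT. Hydrolysis ran 30 min at 37°C; ADP was read by HTRF.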
pAkt inh – blocks phosphorylation of Akt | Neuro2A IGF-stimulated pAkt S473 HTRF, 20 min; hits give low values | activity change, % for hits at 50 µM | hit rate 0.32% among 360,000 | AID 651550; in the data active = activity change below about -80%; inconclusive = mostly about -51% to -80%; note: % is set by controls: 0 for no effect and ±100 for the full control effect
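Single-point screen (50 µM final compound) in Neuro2A cells stimulated 20 min with 6 nM IGF at 37 deg C. After lysis, Ser473-phosphorylated Akt read by HTRF (ex 330 nm, em 615/665 nm) as the 665/615 ratio.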
FUS yeast rescue – suppressors of FUS proteinopathy in yeast. hit rate 0.24% among 390,000. Potency, µM (series often up to 76.6 µM), for inactives: top-dose growth rescue (activation), actives largely listed as activators. S. cerevisiae FUS-expressing, growth rescue, OD600, 24 h;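 note: potency is the fitted concentration of half-maximal effect; plate controls were DMSO vehicle for no effect and reference control for full effect; nearly all actives have a fitted effect of over 55% in size; some results filed as inactive show a strong effect at the top dose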
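Quantitative HTS measuring growth restoration of FUS-toxic yeast. Galactose-induced cells (OD 0.005) were exposed 24hr at 30C to compounds at several concentrations, then absorbance at 600 nm was recorded.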
aSyn yeast inh – inhibitors of alpha-synuclein toxicity in yeast | hit rate 0.14% among 370,000 | Yeast expressing alpha-synuclein, growth rescue, BacTiter-Glo, 24 h | Potency, µM (top dose mostly 46.1 µM), for inactives: at the top dose growth rescue (activation), most hits filed as activators | AID 652106; note: potency is the fitted concentration of half-maximal effect; % of control where 0% means no effect; nearly all actives have a fitted effect of over 65% in size
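Readout is rescue of growth in alpha-synuclein-expressing yeast, so inhibitors of toxicity appear as activators. Growth after 24 hr at 30 deg C in galactose medium is quantified by luminescence.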
PTHR1 ag – PTHR1 (human) receptor agonism; Q03431; hit rate 0.075% among 410,000; HEK293 GP2 PTHR1 cells, GloSensor cAMP luminescence, 1 h; Potency, µM (titrated, usually from 115 µM), inactives show top-dose activation, actives largely listed as activators; note: potency is the fitted concentration of half-maximal effect; nearly all actives have a fitted effect of over 55% in size; some results filed as inactive show a strong effect at the top dose; inactives centre near -15; many of its hits are not listed in these tables
Target sequence (Q03431 whole entry, looked up): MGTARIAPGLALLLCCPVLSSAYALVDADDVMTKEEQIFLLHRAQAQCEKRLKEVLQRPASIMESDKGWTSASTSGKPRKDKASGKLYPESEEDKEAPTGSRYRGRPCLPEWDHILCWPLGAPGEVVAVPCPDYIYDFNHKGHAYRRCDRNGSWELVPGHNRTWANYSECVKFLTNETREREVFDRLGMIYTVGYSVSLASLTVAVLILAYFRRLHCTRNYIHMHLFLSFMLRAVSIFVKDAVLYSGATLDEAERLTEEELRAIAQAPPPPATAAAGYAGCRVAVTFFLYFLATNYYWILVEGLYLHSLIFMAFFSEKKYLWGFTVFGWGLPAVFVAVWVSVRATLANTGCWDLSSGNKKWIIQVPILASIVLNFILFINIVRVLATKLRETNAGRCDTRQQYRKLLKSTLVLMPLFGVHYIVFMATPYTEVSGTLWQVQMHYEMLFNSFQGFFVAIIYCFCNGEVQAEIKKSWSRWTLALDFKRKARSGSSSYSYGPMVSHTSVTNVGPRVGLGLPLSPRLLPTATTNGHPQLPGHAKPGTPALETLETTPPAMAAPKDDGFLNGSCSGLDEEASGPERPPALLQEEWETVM
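HEK-293-derived GP2 cells expressing PTHR1 and a GloSensor cAMP reporter, 3,000/well, plated overnight, given luciferin plus IBMX (each 0.5 mM as added) for 1 h at 37 °C, then compound for 1 h at 37 °C. Luminescence was read after 15 min at room temperature.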
Numbers without * were called inactive; i = inactive; ? = inconclusive; nt = not tested or not shown; [ ] = another dose, or the depositor's remark. Unless noted, calls come from the whole dose curve; as a rule, active = well fitted curve in the direction sought with a large enough effect; inconclusive = small, poorly fitted or top-dose-only effect, or another doubt; inactive = no such curve, though single readings can be large; an effect the other way counts as inactive or inconclusive. Not all compounds are listed; the hit share may differ from the screen's.

SMILES	TDP-43 yeast inh	Abeta yeast res	GLP1R cytotox	GLP1R inv ag	MmCpn inh	pAkt inh	FUS yeast rescue	aSyn yeast inh	PTHR1 ag
O=S(=O)(CC(O)(c1ccccc1)c1ccccc1)CC(O)(c1ccccc1)c1ccccc1	23%	10%	-6%	-2%	nt	i	nt	3%	-29%
CC1CN(C(=O)c2ccc(COCC(F)(F)F)o2)CC(C)O1 (stereo not given)	-11%	7%	5%	15%	1%	i	-16%	-10%	i
Nc1cccc(CCc2nc3cc4ccccc4cc3[nH]2)c1	2%	-4%	?	?	3%	i	6%	0%	-22%
CCOc1cc(C=C2C(=O)c3ccccc3C2=O)ccc1OCC(=O)Nc1ccc(C)cc1	2%	-4%	-5%	11%	2%	i	11%	9%	-13%
CC(=O)NC(Cc1ccc(C)cc1)C(=O)NC1CCN(c2ncccc2[N+](=O)[O-])CC1 (stereo not given)	4%	1%	1%	5%	-1%	i	-1%	-7%	i
O=C(NCc1ccccc1F)C1CCN(Cc2cc3ccccc3n2Cc2cccc(Cl)c2)CC1	6%	7%	2%	?	nt	nt	26%	nt	-24%
Cc1noc(-c2ccc(-c3noc(-c4ccc(Cl)cc4)n3)cc2)n1	7%	11%	2%	11%	nt	nt	6%	nt	i
COC(=O)Cc1c(C)c2ccc(OCc3nn[nH]n3)cc2oc1=O	-5%	0%	-16%	0%	-1%	i	8%	0%	i
COc1ccccc1CCNC(=O)C(=O)NCC1OCCN1S(=O)(=O)c1ccc(Br)cc1 (stereo not given)	-2%	5%	-17%	8%	2%	i	nt	-4%	-7%
Cc1ccc(CSCCNC(=O)CN(c2ccccc2)S(C)(=O)=O)cc1	8%	3%	-9%	?	-2%	i	-5%	-1%	i

Taken from the results shown (2 entries):
SMILES	TDP-43 yeast inh	Abeta yeast res	GLP1R cytotox	GLP1R inv ag	MmCpn inh	pAkt inh	FUS yeast rescue	aSyn yeast inh	PTHR1 ag
CCOc1cc(C=C2C(=O)c3ccccc3C2=O)ccc1OCC(=O)Nc1ccc(C)cc1	2%	-4%	-5%	11%	2%	i	11%	9%	-13%
CC(=O)NC(Cc1ccc(C)cc1)C(=O)NC1CCN(c2ncccc2[N+](=O)[O-])CC1 (stereo not given)	4%	1%	1%	5%	-1%	i	-1%	-7%	i

The listing continues:
SMILES	TDP-43 yeast inh	Abeta yeast res	GLP1R cytotox	GLP1R inv ag	MmCpn inh	pAkt inh	FUS yeast rescue	aSyn yeast inh	PTHR1 ag
Cc1nn2c(=O)cc(COC(=O)c3ccc(C(C)(C)C)cc3)nc2s1	12%	-27%	-1%	11%	nt	nt	12%	nt	-23%
COc1ccc(Nc2ncnc3c2c(C)c(C)n3CCO)cc1	0%	-4%	-1%	-9%	1%	i	0%	-1%	-13%
CN(C(=O)COC(=O)COc1ccccc1Cc1ccccc1)c1ccccc1	-5%	4%	1%	-27%	-1%	i	26%	7%	-15%
COc1ccc2cc3c(N)c(C(=O)N4CCCC4)sc3nc2c1	3%	-43%[inhibitor]	2%	21%	-3%	i	11%	0%	-11%
COc1ccc(C(=O)CSc2n[nH]c(=O)n2Cc2ccco2)cc1	-3%	11%	3%	9%	1%	i	7%	-3%	i
COc1cccc(CCC(=O)N2CCC(n3nccc3NC(=O)C3CCOC3)CC2)c1 (stereo not given)	6%	16%	9%	1%	-3%	i	7%	2%	-17%
CCOC(=O)c1c(NC(=O)COc2ccccc2F)sc2c1CCCC2	23%	7%	-11%	11%	nt	nt	-18%	nt	-11%
N#C/C(=C/c1ccc(Sc2nc3ccccc3[nH]2)o1)c1ccccc1F	1%	15%	-2%	0%	-1%	i	6%	?	-25%[57.5 µM]
Cc1ccc(Cl)c(NC(=O)Nc2csc3c2CCCC3)c1	10%	-11%	3%	11%	nt	nt	-19%	nt	-2%
O=[N+]([O-])c1ccc(Nc2nc(Cl)nc(NCCO)n2)cc1	-7%	-17%	-4%	1%	4%	i	17%	-4%	-13%
CCCN1C(=O)c2cc(C(=O)NCc3ccc(OC)cc3)ccc2C1O (stereo not given)	-7%	-4%	2%	11%	1%	i	-22%	4%	-10%
CCOC(=O)C1CCC(CN(Cc2ccc(Cl)cc2)S(=O)(=O)c2ccc(F)c(C(=O)Nc3cccc(F)c3)c2)CC1 (stereo not given)	1%	-4%	22%	-2%	nt	nt	2%	nt	-29%
CC(C)c1nc2cc(Cl)ccc2n(Cc2ccccc2)c1=O	4%	-3%	-3%	7.9µM*	-5%	i	-4%	7%	-5%
CCN1C(=O)/C(=C\c2nc3ccccc3c(=O)n2CC)c2ccccc21	13µM*	-12%	-4%	?	-6%	i	4%	6%	-14%
Cc1cc(C)cc(NC(=O)C2CCCN(S(=O)(=O)c3c(C)noc3C)C2)c1 (stereo not given)	21%	5%	-4%	-20%	-2%	i	-13%	2%	-8%
CCOC(=S)SCC(=O)Nc1nccs1	22µM*	-14%	9%[7.66 µM]	7%[7.66 µM]	1%	i	-15%	-8%	-1%
CSCC(=O)N1CCc2ccc(NC(=O)c3ccccc3Cl)cc2C1	0%	-3%	-18%	24%	2%	i	2%	-2%	-69%[inhibitor]
COc1ccc(CCNC(=O)c2nonc2N)cc1OC	-19%	11%	2%	4%	1%	i	20%	-2%	-2%
CCOCCCNC(=O)C1c2ccccc2Oc2ccccc21	-5%	13%	14%	-15%	-3%	i	-7%	7%	-31%[inhibitor]
O=C1CCCN1CC(=O)N1CCCC(Nc2cccc(F)c2)C1 (stereo not given)	11%	-10%	-5%	7%	-2%	i	nt	0%	-22%
CC(C)C(=O)Nc1ccc2c(c1)nc1n2CCSC1	4%	1%	-19%	0%	-2%	i	11%	-10%	-6%[57.5 µM]
Cc1cccc(NC(=O)CN2C(=O)S/C(=C\C(=O)Nc3ccc(Cl)cc3)C2=O)c1	-23%	-9%	14%	34%[activator]	0%	i	18%	-3%	i
O=C(Nc1ccc(C(=O)OCc2cc(=O)n3nc(C4CC4)sc3n2)cc1)c1ccc(F)cc1	11%	-18%	-2%	3%	nt	nt	21%	nt	-19%
CC(OC(=O)c1ccccc1C(=O)O)c1ccccc1 (stereo not given)	8%	5%	16%	8%	nt	i	nt	6%	i
COc1ccc(/C=C/C(=O)c2cccc(-n3cnnn3)c2)cc1O	0%	-12%	16%	4%	-4%	i	45%	-1%	i
O=C(/C=C/c1ccccc1)c1ccc2c(c1)OCCCCO2	12%	-5%	3%	-23%	0%	i	22%	-1%	-8%[57.5 µM]
CCC(Oc1ccc2ccccc2c1)C(=O)O (stereo not given)	-27%	12%	-3%	2%	-1%	i	-14%	-1%	i
O=C(CNc1cccc(S(=O)(=O)N2CCCCCC2)c1)Nc1cccc([N+](=O)[O-])c1	13%	-4%	?	7.1µM*	-1%	i	39%	-4%	-36%[inhibitor]
COc1ccc(CCN(C)CC(O)COc2ccc(C(C)=O)cc2OC)cc1OC (stereo not given)	-2%	0%	1%	17%	2%	i	4%	-2%	i
S=C(NN=Cc1ccccn1)Nc1ccccn1	-63%[inhibitor]	-73%[inhibitor]	4%	?	nt	i	-29%	?	-37%[inhibitor]
COc1ccc(N2CCN(C(c3ccccc3)c3nnnn3C(C)(C)C)CC2)cc1 (stereo not given)	22%	-52%[inhibitor]	-5%	3%	nt	i	7%	-3%	-23%
COC(=O)c1ccccc1NC(=S)NC(=O)c1cccc2ccccc12	20%	24%	1%	1%	-4%	i	12%	-9%	-1%
CC(C)(C)c1ccc(C(=O)c2c[nH]c(C(=O)NCCCN3CCOCC3)c2)cc1	-13%	9%	-4%	-18%	-7%	i	10%	-18%	?
O=C(COc1ccc(F)cc1)N1CCC(c2ccccc2)C1 (stereo not given)	27%	-10%	5%	-13%	-6%	i	30%	-1%	-7%
COc1ccc(C)c2sc(N(Cc3cccnc3)C(=O)CCc3ccccc3)nc12	23%	-29%	3%	4%	nt	nt	15%	nt	-1%
O=c1c2ccccc2n2c(-c3ccccc3F)nnc2n1CCc1ccccc1	10%	-4%	0%	-1%	nt	nt	-10%	nt	-30%
Cc1cc(C(=O)N2CCC(C(N)=O)CC2)c(C)o1	-4%	11%	5%	-11%	3%	i	-27%	-4%	?
CC(C)NS(=O)(=O)c1ccc(CCC(=O)N2CCCC2)cc1	13%	-6%	14%	16%	1%	i	-10%	8%	-20%
CCOc1ccc(Nc2ccc(N3C(=O)CCC3=O)cc2[N+](=O)[O-])cc1	-13%	-1%	-18%	7%	-7%	i	3%	3%	-6%
C(=C\c1ccccc1)/CN1CCN(C(c2nnnn2C2CCCC2)C2CC2)CC1 (stereo not given)	9%	0%	-8%	-6%	nt	i	-7%	12%	-31%[inhibitor]
Cc1nnc(NC(=O)CSc2ccc(-c3ccc(Cl)cc3)nn2)s1	5%	-3%	8%[7.66 µM]	57%[activator][7.66 µM]	-1%	i	-7%	6%	i
COc1ccc(Cl)cc1N1C(=NC(=O)C2CCCCC2)SC2CS(=O)(=O)CC21 (stereo not given)	-8%	25%	2%	?	3%	i	13%	-1%	-13%
O=C(NCc1ccccn1)C(=O)N/N=C/c1ccc2c(c1)OCO2	-3%	-10%	1%	-11%	5%	i	-42%	-2%	-18%
O=C(NNS(=O)(=O)c1ccc(Br)cc1)NC1CCCCC1	-14%	11%	2%	5%	1%	i	25%	-4%	-35%[inhibitor]
Cc1ccc(/C=N/NC(=O)c2nnn(-c3nonc3N)c2CN(C)C)s1	0%	-14%	0%	2%	-2%	i	30%	-22%	-8%
CC1CCC(NC(=O)c2ccc3c(c2)N(Cc2cccc(F)c2)C(=O)c2ccccc2S3)CC1 (stereo not given)	22%	-6%	0%	?	nt	nt	?	nt	i
